MITF inh: inhibitors of human MITF. AlphaScreen MITF homodimerization, bead proximity signal. hit rate 0.91% among 650,000. AID 1259374. inhibition, % at 2.6 µM; in the data active means inhibition above about 50%;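 further: 0% = vehicle wells with protein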
FBW7 act: human FBW7 E3 ligase activation, primary screen; Q969H0; AlphaScreen FBW7–phospho-cyclin E peptide binding, activator screen; hit rate 0.13% among 650,000; normalized activity (activation), % at 26.1 µM; AID 1259310; in the data active means normalized activity above about 1.9%;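 further: purified mutant Fbw7 with reduced substrate affinity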
Target sequence (Q969H0 whole entry, looked up): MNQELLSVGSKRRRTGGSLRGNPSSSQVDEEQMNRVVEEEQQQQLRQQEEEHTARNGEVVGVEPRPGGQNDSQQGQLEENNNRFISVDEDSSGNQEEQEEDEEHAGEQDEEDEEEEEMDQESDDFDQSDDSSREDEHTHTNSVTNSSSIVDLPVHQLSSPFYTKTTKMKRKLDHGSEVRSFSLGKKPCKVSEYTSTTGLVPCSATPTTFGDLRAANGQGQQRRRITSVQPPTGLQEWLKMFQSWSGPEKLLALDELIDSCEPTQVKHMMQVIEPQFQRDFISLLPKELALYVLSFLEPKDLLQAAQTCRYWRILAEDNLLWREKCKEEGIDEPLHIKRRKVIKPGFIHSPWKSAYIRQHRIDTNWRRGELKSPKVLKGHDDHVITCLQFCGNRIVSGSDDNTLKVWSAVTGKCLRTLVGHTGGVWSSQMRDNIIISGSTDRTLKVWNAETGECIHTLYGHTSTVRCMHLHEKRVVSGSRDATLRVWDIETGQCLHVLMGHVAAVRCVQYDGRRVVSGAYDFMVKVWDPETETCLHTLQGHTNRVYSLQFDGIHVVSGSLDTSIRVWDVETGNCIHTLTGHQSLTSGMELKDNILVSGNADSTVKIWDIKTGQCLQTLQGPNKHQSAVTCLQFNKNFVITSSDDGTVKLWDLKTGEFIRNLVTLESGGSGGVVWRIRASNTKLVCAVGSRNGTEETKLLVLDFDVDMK
GPR151 ag: activates the human receptor GPR151. Q8TDV0. PathHunter beta-arrestin GPR151 cells, luminescence. activation, % at 11.2 µM. hit rate 1% among 650,000. AID 1508602; in the data active means activation above about 4.9%;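 further: 0% = median of compound wells and 100% = cells with positive control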
TEAD-YAP block: TEAD-YAP interaction inhibition | HEK-TIYL cells, TEAD-Gal4/YAP UAS-luciferase luminescence | inhibition, % at 9.12 µM | hit rate 1.4% among 640,000 | AID 1259422; in the data active means inhibition above about 32%;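 further: 0% = median of test compound wells and 100% = reference inhibitor wells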
Numbers without * were called inactive.

SMILES	MITF inh	FBW7 act	GPR151 ag	TEAD-YAP block
Cc1ccc(S(=O)(=O)N2CCOC23CCN(S(=O)(=O)c2cc(C)ccc2C)CC3)cc1	11.1	-0.1	0.8	2.1
Cc1nc(CSc2nc3cc([N+](=O)[O-])ccc3s2)cs1	11.4	0.1	0.1	-4.2
COc1ccc(NC(=O)NCCN2CCN(c3ccccc3)CC2)cc1OC	-6.8	0.1	-2.5	-4.1
CC1CCN(C(=O)/C(=C\c2ccccc2F)NC(=O)c2ccccc2)CC1	4.6	-0.1	-0.1	5.5
COC(=O)C1=C(C)NC2=C(C(=O)CC(C)(C)C2)C1c1ccc(OCc2cccc(C(F)(F)F)c2)c(OC)c1 (stereo not given)	-1.4	-0.1	-0.3	2.5
CSC(=NCc1ccco1)Nc1cc(-c2ccccc2)[nH]n1	15.0	-0.1	-0.2	-44.7
CCNC(=O)[C@@H]1C[C@@H](NCc2ccc(OCC)cc2)CN1Cc1cccc2ccccc12	4.9	-0.1	0.5	8.4
CCOC(=O)c1sc(NC(=O)CCCN2C(=O)c3cccc4cccc(c34)C2=O)nc1C	-8.3	0.0	1.7	-9.6
C/C(=N/NC(=O)C(N)=O)c1ccc(NC(=O)C(F)(F)F)cc1	-17.4	-0.1	3.7	-17.7
O=C(OC1CCOC1=O)c1ccc2c(c1)C(=O)N(Cc1ccccc1)C2=O (stereo not given)	2.8	-0.2	-0.9	3.2
CCC(Sc1nc(C)cc(=O)[nH]1)C(=O)Nc1nc2ccccc2s1 (stereo not given)	0.3	-0.1	-0.3	-16.7
COC(=O)Cn1cc(CN2CCC3(CC2)NC(=O)c2ccccc2O3)c2ccccc21	11.4	0.2	-0.1	1.6
O=C(Cc1c[nH]c2ccccc12)N1CCc2c(nc(N3CCOCC3)[nH]c2=O)C1	10.6	-0.1	-0.3	8.9
Cc1ccccc1OCC(=O)NNC(=O)c1cc([N+](=O)[O-])cc([N+](=O)[O-])c1	13.5	0.7	0.5	7.5
CCOC(=O)c1c(NC(=O)CSc2nnc(CNC(=O)c3ccc(OC)c(OC)c3)n2-c2cc(C)ccc2C)sc2c1CCCC2	-12.4	-0.1	-0.5	0.2
CCOc1ccccc1NC(=O)CN1CCC(n2nnc3cc(C(F)(F)F)ccc32)CC1	-8.7	0.0	-0.7	-7.1
O=C(CN(c1cccc(C(F)(F)F)c1)S(=O)(=O)c1ccccc1)Nc1ccc(Br)cc1	17.2	1.0	0.5	-3.0
CC1=NN(c2ccccc2)C(=O)/C1=C\c1cn(-c2ccccc2)nc1C12CC3CC(CC(C3)C1)C2	4.8	-0.1	-0.9	7.5
Cc1ccc(NC(=O)CN2CCN(c3cccc(Cl)c3)CC2)cc1	-3.9	0.0	1.4	5.5
Cc1ccc(N(CC(=O)NC(C(C)C)C(C)C)S(C)(=O)=O)cc1C	68.4*	0.0	1.9	11.6
CCCSc1nc2sc3c(c2c(=O)n1-c1ccc(C)cc1)CC(C)(C)OC3	14.6	0.8	0.8	-3.6
CC(=O)Cn1c(=O)c2c(nc3n(-c4ccccc4)c(C)c(C)n23)n(C)c1=O	11.4	-0.1	11.1*	7.8
C[C@H]1NC(=O)[C@@H]2C[C@H](NC(=O)Nc3ccccc3Cl)CN2C1=O	-3.6	0.0	-0.1	-2.5
Cc1noc(C)c1C(=O)Nc1ccc(S(=O)(=O)N2CCCc3ccccc32)cc1	-0.9	-0.2	0.4	10.7
CS(=O)(=O)Nc1ccc(S(=O)(=O)N2CCCCCC2)cc1	5.1	0.0	-0.4	-6.6
CC(NC(=O)c1ccncc1)C(c1cccs1)N1CCN(Cc2ccccc2)CC1 (stereo not given)	0.1	-0.2	0.5	-9.0
CCNC(=O)/C=C1\NC(C)(C)Cc2c1ccc1ccccc21	-1.8	-0.1	-1.2	-3.6
Cc1noc(C)c1-c1nc(NCc2ccccc2)c2ncn(-c3ccccc3)c2n1	3.0	-0.2	-0.7	-5.1
COc1cc(OC)c(NC(=O)C(C)n2ncn3cccc3c2=O)cc1Cl (stereo not given)	4.0	0.5	-0.4	-2.5
CC1(C)CC(=O)C(C=NCc2cccs2)=C(O)C1	-8.8	0.6	-0.9	-3.0
Cc1ccnc(Nc2nc(-c3sc(C)nc3C)cs2)c1	-10.2	-0.2	1.9	-14.6
CN(c1ccc(C(=O)N2CCN(C(=O)c3ccc(N(C)S(=O)(=O)c4ccccc4)cc3)CC2)cc1)S(=O)(=O)c1ccccc1	-5.7	0.2	-0.8	-1.2
C=C(C)CNC(=O)c1ccc(OC2CCN(Cc3ccccn3)CC2)cc1	11.4	0.2	-1.1	3.0
N#CC(C#N)=C1c2cc(S(N)(=O)=O)ccc2-c2ccc(S(N)(=O)=O)cc21	-15.4	0.5	2.7	-4.0
CN1CCN(S(=O)(=O)c2cc(Cl)cc(Cl)c2O)CC1	9.8	0.3	-0.5	-1.0
O=C1Nc2cc(Cl)ccc2OC1(Cl)C(F)(F)F (stereo not given)	5.0	0.0	0.5	-6.4
O=C(Cn1nnc2ccccc21)N/N=C\c1ccccc1[N+](=O)[O-]	7.4	-0.1	-0.5	-10.0
CNC(=S)N1CCN=C1Nc1nc(C)cc(C)n1	8.6	0.0	1.1	13.3
O=C(CC1CC2CCC1C2)Nc1nnc(-c2cccnc2)s1 (stereo not given)	-9.4	-0.2	3.0	5.4
COc1ccc(/C=N\NC(=O)c2ccc([N+](=O)[O-])cc2)cc1[N+](=O)[O-]	-1.9	0.0	-0.4	10.9
CCOC(=O)C1=C(C)N=c2s/c(=C\c3ccc(O)c(OC)c3)c(=O)n2C1c1ccc(OC)cc1 (stereo not given)	6.2	0.0	-1.5	0.8
CC(=O)Nc1ccc(OC(=O)CSc2nc(C)cc(C)n2)cc1	-2.2	0.9	-1.9	8.8
CC(=O)N=C1c2ccccc2CN1c1ccc(Br)c(C)c1	-0.7	0.1	-1.9	-62.1
O=C(O)/C=C/C(=O)N(Cc1ccc2c(c1)OCO2)C1CC(=O)N(c2ccc(F)cc2)C1=O (stereo not given)	9.7	0.1	0.2	3.5
CCn1c(SCC(=O)Nc2ccc3c(c2)OCCO3)nnc1C(C)C	4.9	0.0	-0.1	14.3
CCOC(=O)c1oc2ccc(/C=N/O)c(Cl)c2c1C	14.6	0.5	0.5	-21.0
N#Cc1ccccc1N1C(=O)CC(Sc2ccccc2C(=O)O)C1=O (stereo not given)	-0.6	0.0	0.2	1.5
Cc1nn2c(nc(N3CCOCC3)c3ccccc32)c1/C=N/Nc1nc2ccccc2s1	-10.1	0.1	0.2	-2.2
Cc1nn(Cc2ccc(C(=O)Nc3cccnc3)cc2)c(C)c1Cl	-0.5	-0.3	-0.8	-8.8
Cn1c(=NC(=O)c2ccc(F)cc2)sc2ccccc21	9.8	0.1	-0.9	-49.1
COc1ccccc1/C=C/C(=O)Nc1cc2ccccc2oc1=O	-1.1	0.0	-0.8	-20.9
O=C(NS(=O)(=O)c1cccc([N+](=O)[O-])c1)C(=O)c1ccccc1	7.5	0.3	1.0	-0.2
COC(=O)c1ccc(NC(=O)CSc2nnc(Cc3ccc(OC)cc3)o2)cc1	16.9	0.5	-2.1	8.0
COC(=O)c1cc(NC(=O)COC(=O)c2cc(F)c(F)cc2Cl)cc(C(=O)OC)c1	-8.8	0.0	-0.4	0.1
O=C(Nc1sc2c(c1C(=O)O)CCC2)c1cc2ccccc2o1	-0.8	-0.2	-1.5	-10.8
O=C(O)CCN1C(=O)c2cccc3cccc(c23)C1=O	-1.9	0.0	0.6	-0.4
Cn1c(Nc2nccc(NCCN3CCOCC3)n2)nc2ccccc21	-1.1	0.0	-1.5	-8.4
CCOC(=O)C1CCCN(c2ncnc3[nH]ncc23)C1 (stereo not given)	4.8	0.2	-0.4	4.7
NC(=O)C(=O)N/N=C/c1cc(Br)cc(Br)c1O	-27.6	-0.5	-0.7	8.5
O=C(COc1ccc(/C=c2/sc3nc4ccccc4n3c2=O)cc1)N1CCCC1	-4.8	-0.1	-1.2	4.9

Looked up one by one from above, seven records:
SMILES	MITF inh	FBW7 act	GPR151 ag	TEAD-YAP block
CCOC(=O)C1CCCN(c2ncnc3[nH]ncc23)C1 (stereo not given)	4.8	0.2	-0.4	4.7
O=C(Nc1sc2c(c1C(=O)O)CCC2)c1cc2ccccc2o1	-0.8	-0.2	-1.5	-10.8
O=C(COc1ccc(/C=c2/sc3nc4ccccc4n3c2=O)cc1)N1CCCC1	-4.8	-0.1	-1.2	4.9
COC(=O)c1ccc(NC(=O)CSc2nnc(Cc3ccc(OC)cc3)o2)cc1	16.9	0.5	-2.1	8.0
CCOC(=O)c1oc2ccc(/C=N/O)c(Cl)c2c1C	14.6	0.5	0.5	-21.0
Cn1c(Nc2nccc(NCCN3CCOCC3)n2)nc2ccccc21	-1.1	0.0	-1.5	-8.4
COc1ccccc1/C=C/C(=O)Nc1cc2ccccc2oc1=O	-1.1	0.0	-0.8	-20.9

Continued.
SMILES	MITF inh	FBW7 act	GPR151 ag	TEAD-YAP block
COc1cccc(CNC(=O)CCC2CCCN(C(=O)CCc3scnc3C)C2)c1 (stereo not given)	18.2	-0.1	-0.4	1.6
NC(=O)c1ccc(NC(=O)Nc2ccc3c(c2)OCO3)cc1	-3.5	-0.1	-1.4	-20.4
CC(=O)c1cc2c(cc1NC(=O)C1CC3CCCN3C13C(=O)Nc1ccccc13)OCO2 (stereo not given)	2.1	0.1	0.0	8.9
CN1CCN(c2ccnc3c(-c4ccc(Oc5ccccc5)cc4)cnn23)CC1	-0.9	-0.3	-0.1	0.5
COc1ccc(C2Nn3c(C)nnc3SC2C(=O)Nc2ccc(C)c(Cl)c2)cc1 (stereo not given)	1.3	0.0	-0.4	12.3
O=C(Nc1ccc(F)c(F)c1)c1ccc(N2CC3CC(C2)c2cccc(=O)n2C3)c(NC(=O)c2c(F)cccc2F)c1 (stereo not given)	14.8	0.2	-1.5	-4.4
Cc1ccnc2nc(C(=O)N3C(=NCc4ccccc4)SCC3(C)C)nn12	5.3	-0.1	-1.4	6.9
COC(=O)c1ccc(CNCC(O)COc2ccc(-c3ccccc3)cc2)cc1 (stereo not given)	4.1	-0.1	0.1	10.9
Cc1ccc(NC(=O)c2c([N+](=O)[O-])cnn2C)cc1C	8.5	-0.1	-0.4	-1.5
CCOC(=O)C1=CN(Cc2ccc(OC)c(OC)c2)C=C(C(=O)OCC)C1c1cc(OCC)c(O)c([N+](=O)[O-])c1	6.1	-0.2	-0.9	0.1
NS(=O)(=O)c1ccc(N/N=C/C=C/c2ccccc2[N+](=O)[O-])c([N+](=O)[O-])c1	-14.3	-0.1	-1.1	4.3
CCN1C(=O)/C(=C\c2cccc3c2-c2ccccc2C3=O)OC1=S	13.0	0.1	0.4	-0.4
Cc1ccc(NC(=O)C2CCC(CNS(C)(=O)=O)CC2)cc1Cl (stereo not given)	-4.5	-0.3	0.9	-13.5
COCc1nnc(NC(=O)CSc2ccc(C)cc2)s1	19.9	0.2	-0.4	6.4
COc1ccc(OC)c(CN2CCN(C(=O)c3ccco3)CC2)c1	41.0	-0.1	0.1	-6.5
O=C(CS(=O)(=O)c1ccccc1)Nc1nc(-c2ccncc2)cs1	8.1	-0.3	0.9	-12.6
CCOC(=O)c1sc(NC(C)=O)nc1C	-17.1	0.2	1.5	9.6
COc1ccc(CNC(=O)Cn2nnc(-c3ccc(NC(=O)C4CCCCC4)cc3)n2)cc1	7.5	0.0	-1.4	-16.2
N#Cc1c2n(c(=S)n(-c3ccccc3[N+](=O)[O-])c1=O)CCCCC2	10.1	0.2	0.3	3.9
O=C(Nc1ccc(Cl)c(Cl)c1)c1cc(S(=O)(=O)N2CCc3ccccc32)ccc1F	9.5	0.2	0.8	-5.2
Cc1nc2nc(=S)[nH]n2c(C)c1Cc1ccccc1	-10.7	0.0	-2.1	-2.7
CCCOc1ccc(N2C(=O)CC(N3CCC(C)CC3)C2=O)cc1 (stereo not given)	-4.2	0.1	1.8	6.4
CCCCCC1CCC(c2ccc(-c3ccc(CCC)cn3)cc2F)CC1 (stereo not given)	3.4	-0.1	0.2	1.7
N#CCCn1c(=O)oc2cc([N+](=O)[O-])ccc21	7.8	-0.3	0.1	3.1
COc1cc(/C=c2\sc3nc(-c4cccnc4)nn3c2=O)ccc1OCc1ccccc1	-0.4	0.1	-0.4	-1.7
OCCC1CCCCN1c1ccnc2c(-c3ccccc3CO)cnn12 (stereo not given)	-11.2	-0.6	0.2	-25.6
CNS(=O)(=O)c1cccc(C(=O)OCC(=O)N(C2CCCCC2)C2CCCCC2)c1	7.3	0.1	0.3	-0.8
Cc1cc2cc(CNC(=O)c3ccccc3C(=O)O)ccc2[nH]1	-0.6	-0.1	0.3	5.8
CC(=O)Nc1ccccc1NC(=O)CN1C(=O)c2ccccc2C1=O	20.2	0.1	-0.1	-1.3
CSCCC(NS(=O)(=O)c1ccccc1)C(=O)O (stereo not given)	4.4	0.0	-0.7	5.4
CC1(C)CC(NC(=S)Nc2ccc(F)c(Cl)c2)CC(C)(C)N1	-8.1	-0.1	1.9	-6.5
C/C(=N\NC(=O)c1cc(-c2ccc(Br)cc2)n[nH]1)c1cccc([N+](=O)[O-])c1	6.5	0.0	0.8	-17.9
O=C(CSc1nc2cc(C(=O)N3CCCCC3)ccc2c(=O)n1C1CCCCC1)c1ccccc1	2.0	-0.1	0.3	-0.1
COc1ccnc(N2CCC(NCCN3CCCC3)CC2)n1	-1.0	0.0	-0.1	9.2
CC(C)N1CCC(N2CCN(Cc3nc4c(s3)CCCC4)CC2CCO)CC1 (stereo not given)	3.6	0.1	3.4	6.3
CCC(Sc1ncccc1C(=O)O)C(=O)NCc1ccco1 (stereo not given)	5.1	0.1	0.6	10.0

Source: PubChem BioAssay
